High-throughput results: PubChem, National Center for Advancing Translational Sciences (NCATS)
UDG counter – counter-screen for AID inhibitors: uracil-DNA glycosylase inhibition | hit rate 0.14% among 91,000 | FRET deamination/UDG coupled assay, UDG read, 4 h | Potency, µM (series often up to 115 µM), without a hit: at the highest dose activity change, negative = inhibition, actives largely listed as inhibitors; note: nearly all actives have a fitted effect of over 65% in size
AID inhibitor – blocks human AID cytidine deaminase activity; hit rate 0.32% among 91,000; Potency, µM (series often up to 115 µM), inactives show at the highest dose activity change, negative = inhibition, actives largely listed as inhibitors; AID 1347428; Q9GZX7; AID deamination FRET fluorescence, UDG-coupled, 4 h; note: nearly all actives have a fitted effect of over 25% in size
Target sequence (Q9GZX7 whole entry, looked up): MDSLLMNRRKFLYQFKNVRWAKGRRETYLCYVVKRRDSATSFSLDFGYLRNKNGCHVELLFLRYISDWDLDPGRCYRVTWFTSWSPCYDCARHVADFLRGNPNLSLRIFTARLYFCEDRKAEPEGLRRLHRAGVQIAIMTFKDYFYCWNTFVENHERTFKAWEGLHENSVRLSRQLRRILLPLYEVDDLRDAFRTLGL
The depositor's hits bear a star; ? = inconclusive; [ ] = remark or other dose. Calls come from the whole dose curve; as a rule, active = well fitted curve in the direction sought with a large enough effect; inconclusive = small, poorly fitted or top-dose-only effect, or another doubt; inactive = no such curve, though single readings can be large; an effect the other way counts as inactive or inconclusive. % is set by controls: 0 for no effect and ±100 for the full control effect; potency is the fitted concentration of half-maximal effect. Only part of the results is shown. The share of hits here may be higher or lower than overall.

SMILES | UDG counter | AID inhibitor
CCCC1CCC(c2ccc(-c3ccc4c(n3)CCC(CCC)C4)cc2)CC1 (stereo not given) | -10% | -9%
COc1ccc(C2C(C(N)=O)=C(C)Nc3nc(CCCO)nn32)c(OC)c1 (stereo not given) | 22% | 23%
CCCCCn1c(-c2cccc(OC)c2)nc2c1c(=O)[nH]c(=O)n2CCCC | 7% | -5%
COc1ccc(N2CCN(C(=O)c3nn(-c4ccc(C)cc4)c(=O)n(C)c3=O)CC2)cc1 | 1% | 0%
COCCn1c(=O)c2c(nc(-n3nc(C)c(C)c3C)n2Cc2cccc(C)c2)n(C)c1=O | 0% | -13%
CN(c1ncnc2scc(-c3ccc(F)cc3)c12)C1CCCCC1 | -9% | -20%
CCN(C(=O)c1cccs1)c1ccccc1 | -3% | 1%
COc1cccc(CSc2nc3ccccc3c3nc(CCn4c(C)nc5ccccc54)nn23)c1 | 44%[activator] | 1%
CCc1cc(=O)oc2c(C)c(OCC(=O)NCCN3CCOCC3)ccc12 | -22% | -13%
CCn1c2c(c(=O)n3ncc(C(=O)N4CCN(c5ccccc5)CC4)c13)CN(Cc1ccc(OC)cc1)CC2 | 11% | 1%
CCNC(=O)COC(=O)c1cc(-c2ccc(C)o2)nc2ccccc12 | 7% | 9%
Cn1c(=O)oc2cc(S(=O)(=O)NCCC(=O)Nc3ccc(F)c(Cl)c3)ccc21 | 7% | -19%
C=C(C)CN(CC)C(=O)CCc1cccs1 | -2% | -2%
O=C(NCCN1CCN(c2ccccc2F)CC1)C1COc2ccccc2C1 (stereo not given) | 1% | -11%
COC(=O)C1CCCN1S(=O)(=O)c1cc(Cl)ccc1Cl (stereo not given) | 6% | 5%
CCOc1ccc(C(c2c(C)[nH]n(-c3ccccc3)c2=O)c2c(C)[nH]n(-c3ccccc3)c2=O)cc1OC | -22%[57.5 µM] | ?
COc1ccc(CCNC(=O)c2ccc3c(c2)CCN3S(=O)(=O)c2ccccc2)cc1OC | -14%[57.5 µM] | -11%
CC(C)CCNC(=O)[C@@H](c1ccccc1)N1Cc2ccccc2C1=O | -8% | -8%
CCN(CC)C(=O)C1=CC(c2ccc3c(c2)OCO3)=NS(=O)(=O)N1C | 5% | 7%
CN1C(=O)N(c2ccc(Cl)c(Cl)c2)C(C)(O)CC1(C)C (stereo not given) | 2% | -2%
C#CCCCCCCCCC(=O)N1CCOCC1 | 6% | -3%
Cc1ccc(CNC(=O)c2ccc(CSCc3ccc(C)cc3)o2)cc1 | ? | ?
COc1cc(C)c(C)cc1S(=O)(=O)N1CCN(c2c(C)cccc2C)CC1 | -14% | -21%
CC(C)(C)C(=O)Nc1cccc(C(=O)OCc2cc(=O)n3nc(C4CCCCC4)sc3n2)c1 | -1% | 0%
O=C(Cn1c(=O)oc2ccccc21)Nc1ccc(-c2nnc3n2CCCCC3)cc1 | 6% | -2%
Next part
SMILES | UDG counter | AID inhibitor
COc1ccc(-c2ccnc3c2c(=O)n(C)c(=O)n3C)cc1OC | -11% | -5%
CC(=O)NCCCCCC(=O)NC(C)C(C)(C)c1ccccc1 (stereo not given) | -3% | -4%
CCc1ccccc1NC(=O)c1ccc2c(c1)N(Cc1cccc(Cl)c1)C(=O)c1ccccc1S2(=O)=O | 1% | -19%
Cc1c(CC(=O)O)c(=O)oc2c(C)c(OCc3ccccc3F)ccc12 | 20% | -22%
CC(=O)c1ccc(S(=O)(=O)Oc2ccc3ccc(=O)oc3c2)cc1 | 14% | 0%
Cc1[nH]c2ccccc2c1C1c2ccccc2C(=O)N1CC(=O)N1CCN(C=O)CC1 (stereo not given) | 0% | -1%
Cc1ccccc1Oc1ccc(C(=O)O)cc1 | -1% | 3%
CC(C)Cc1noc(CSc2nc(-c3ccco3)nc3ccccc23)n1 | 3% | -1%
CC(O)CNc1ncnc2c1oc1nc(C(C)C)c3c(c12)CCC3 (stereo not given) | -5% | -4%
CCc1ccccc1N(C)C(=O)c1nn(-c2ccc(OC)cc2)c(=O)c2c1c1ccccc1n2C | 6% | 7%
Cc1ccccc1OCc1nnc(SCc2ccc(Cl)c(Cl)c2)n1C | -6% | -26%
COc1ccc(C(=O)CN2C(=O)N(c3cc(C)ccc3C)S(=O)(=O)c3ccccc32)cc1 | 3% | -7%
CCc1ccc(NC(=O)CC2C(=O)N(c3cccc(C)c3)C(=O)N2Cc2ccco2)cc1 (stereo not given) | 4%[57.5 µM] | 12%
CCOc1nc(NC(=O)NS(=O)(=O)Oc2ccc(Cl)cc2)nc(-c2ccccc2)n1 | 0% | 11%
N#Cc1nc(-c2ccccc2F)oc1NCc1ccco1 | -3% | -3%
CCOc1ccc(CCNC(=O)C2Cc3ccccc3N2C(=O)CC)cc1OCC (stereo not given) | 21% | -6%
Cn1c(NCc2ccccc2)nc2c1c(=O)n(Cc1ccccc1F)c(=O)n2C | -16% | -12%
Cc1ccccc1NC(=O)C(C#N)=C1CCCC1 | -4% | 3%
CC(C)C(NC(=O)c1n[nH]c(=O)c2ccccc12)c1ccccc1 (stereo not given) | 6% | -3%
CCNc1c(NC(=O)Nc2ccc(Cl)cc2)c(=O)oc2ccccc12 | 16% | -5%
Cc1cc(C)c(S(=O)(=O)NCCc2cc3ccc(C)cc3[nH]c2=O)c(C)c1 | 7% | 28%
O=C(CCCCn1c(=O)[nH]c2ccsc2c1=O)N1CCN(c2cccc(Cl)c2)CC1 | 1% | ?
CC(CNC(=O)c1ccc(Cn2c(SCc3ccccc3)nc3cccnc32)cc1)c1ccccc1 (stereo not given) | -15% | -13%
Cc1ccc(CN2CCSc3ccc(C(=O)Nc4cc(C)cc(C)c4)cc32)cc1 | -2% | ?
CCc1c(C)sc(NC(=O)c2ccccc2)c1C#N | -1% | 12%
(further entries)
SMILES | UDG counter | AID inhibitor
O=C(c1ccc2c(c1)CCN2S(=O)(=O)c1ccccc1)N1CCN(c2ccccc2F)CC1 | 6% | 14%
Cc1c(CC(=O)NCCCO)c(=O)oc2cc(O)c(Cl)cc12 | -5% | -8%
CCCCNC(=O)NCCN(C)C | 5% | -3%
COCCCNC(=O)CSc1nc2c(sc3ccccc32)c(=O)n1CCc1ccccc1 | 2% | 25%
O=[N+]([O-])c1cccc2ccc(/C=C/c3cccc(F)c3)nc12 | 2% | -8%
CCC(=O)Nc1nnc(S(=O)(=O)N(C)Cc2ccccc2)s1 | 1%[57.5 µM] | 15%
C[N+](C)(CC#Cc1ccccc1)CC#Cc1ccccc1 | -13% | -10%
CN1CCN(CC(=O)C(C#N)c2ccccc2)CC1 (stereo not given) | 5% | 2%
Cc1cc(C(=O)Nc2cccc(C)c2C)c2c(C)nn(-c3cccc(F)c3)c2n1 | 10% | 9%
Clc1ccc2c(c1)C(c1ccccc1Cl)=Nc1ccc(Cl)cc1C(c1ccccc1Cl)=N2 | -13% | -8%
CC(Sc1ccc(C#N)cc1)C(=O)NC1CCCC1 (stereo not given) | 12% | 3%
COc1ccc(C(=O)Oc2ccc(C)cc2)cc1 | -4% | -4%
Cc1ccc(-c2noc(-c3cccc(Br)c3)n2)cc1 | 6% | -5%
COc1ccccc1Oc1coc2cc(OC(=O)c3ccccc3F)ccc2c1=O | -2% | -5%
CCC1CN(C(=O)N2CCC(C(=O)NCc3ccc(OC)cc3OC)CC2)c2cc(C)ccc2O1 (stereo not given) | -10% | ?
Cc1sc2ncn(CC(=O)Nc3cccc(C(F)(F)F)c3)c(=O)c2c1S(=O)(=O)N1CCC(C)CC1 | -9% | 4%
Cc1ccc(CN(Cc2ccco2)C(=O)COc2c(C)cc(C)cc2C)cc1 | -30% | ?
Cc1ccc(Sc2ccc(N3CCC(C(=O)Nc4ccc(C)c(F)c4)CC3)nn2)cc1 | -6% | -2%
O=C(O)c1ccc2ncccc2c1 | -8% | 25%
O=C(O)CCC(NC(=O)c1ccc(-c2ccc(Cl)cc2)s1)C(=O)O (stereo not given) | 8% | -2%
COc1cccc(NC(=O)c2sc3nc(N4CCOCC4)c4c(c3c2N)CC(C)(C)OC4)c1 | -6% | 26%
Cc1ccccc1NC(=O)/C(C#N)=C/c1ccc(Cl)cc1Cl | -10% | -4%
COc1ccc(CNCc2ccc3c(c2)n(C)c(=O)n3C)cc1 | 8% | 4%
Cc1ccc(C)c(N2CCN(C(=O)C3CCN(S(=O)(=O)c4ccc5[nH]c(=O)oc5c4)CC3)CC2)c1 | 6% | ?
COc1cccc(-n2cc(C(=O)Nc3cccc(C(F)(F)F)c3)c3ccccc3c2=O)c1 | 2% | 4%
(cont.)
SMILES | UDG counter | AID inhibitor
COc1cc(OC)cc(C(=O)Nc2ccc3oc(-c4ccc(OC)c(Cl)c4)nc3c2)c1 | 8% | -11%
O=C(CCC(=O)N1Cc2ccccc2Oc2ncccc21)Nc1ccc(Cl)cc1 | -7% | -10%
Cc1c(-c2ccccc2)nc2ccc(Br)cc2c1C(=O)O | -1% | 2%
COc1ccc(N2CC(NC(=O)C(c3ccccc3)c3ccccc3)CC2=O)cc1OC (stereo not given) | 3% | 13%
COc1cccc(/C=C/c2nc(C#N)c(N3CCN(Cc4ccccc4)CC3)o2)c1 | -16% | -24%
CCc1ccc2c(c1)NC(c1ccc(OC)cc1)=NC(c1ccncc1)=N2 | 89µM* | ?
COC(=O)c1c(-c2cccs2)csc1NC(=O)c1ccc(C)cc1 | -2% | 17%
Cc1ccc(N2CCN(C(=O)c3cnc(N4CCCCC4)c4ccccc34)CC2)c(C)c1 | ? | ?
CCc1ccccc1NC(=O)CN1C(=O)CCn2nc(-c3cccn3C)cc21 | 0% | 15%
CC(=O)Nc1cc(F)ccc1-c1csc(NC(=O)CCc2ccccc2)n1 | -7% | -3%
COC(=O)c1ccc(OCC(=O)c2ccc3c(c2)OCCO3)cc1 | -10% | -5%
COc1ccc(C(=O)COC(=O)Cc2coc3ccc4ccccc4c23)cc1OC | -6% | 0%
O=C(OCc1ccc(F)cc1)c1cccc(S(=O)(=O)N2CCCCC2)c1 | -6% | -1%
CCOC(=O)C1=C(C)N(C)C(=O)NC1c1ccc(Br)s1 (stereo not given) | -8% | -6%
CC(C)C(NC(=O)COc1cc(Cl)ccc1Cl)c1nc2ccccc2[nH]1 (stereo not given) | -4% | 7%
CCOc1ccc(CNC(=O)Cn2nc(N3CCN(c4ccccc4)CC3)ccc2=O)cc1 | -7%[57.5 µM] | ?
CC(C)(C)c1cc(/C=N/O)cc(C(C)(C)C)c1O | 0% | -2%
O=c1c2sc3ccccc3c2n(Cc2ccc(F)cc2Cl)c(=O)n1Cc1ccccc1 | -4% | -7%
Cc1ccc2c(CC(=O)N(Cc3cccc(Cl)c3)C3CCS(=O)(=O)C3)coc2c1 (stereo not given) | -23% | ?
O=C(NCc1cccc(Br)c1)C1CCCCN1S(=O)(=O)c1ccc(F)cc1 (stereo not given) | 0% | -28%
O=C(COC(=O)c1ccc(OCC2CCCO2)cc1)c1ccc2c(c1)OCO2 (stereo not given) | -1% | 6%
Cc1ccc(NC(=O)CCc2ncc(-c3ccccc3F)o2)c(C)c1 | 3% | 4%
CC(NC(=O)CSc1nnc(COc2ccc(Cl)cc2)n1C)c1cccc2ccccc12 (stereo not given) | -11% | ?
CCCNC(=O)c1ccc(CSC)o1 | -2% | 16%
Cc1cc2oc(=O)cc(CSc3nncs3)c2cc1C | -3% | -4%
C=CCC(NC(C)=O)C(=O)O (stereo not given) | 14% | 15%

Entries listed so far containing a Cl atom, in the order listed:
SMILES | UDG counter | AID inhibitor
Cn1c(=O)oc2cc(S(=O)(=O)NCCC(=O)Nc3ccc(F)c(Cl)c3)ccc21 | 7% | -19%
COC(=O)C1CCCN1S(=O)(=O)c1cc(Cl)ccc1Cl (stereo not given) | 6% | 5%
CN1C(=O)N(c2ccc(Cl)c(Cl)c2)C(C)(O)CC1(C)C (stereo not given) | 2% | -2%
CCc1ccccc1NC(=O)c1ccc2c(c1)N(Cc1cccc(Cl)c1)C(=O)c1ccccc1S2(=O)=O | 1% | -19%
Cc1ccccc1OCc1nnc(SCc2ccc(Cl)c(Cl)c2)n1C | -6% | -26%
CCOc1nc(NC(=O)NS(=O)(=O)Oc2ccc(Cl)cc2)nc(-c2ccccc2)n1 | 0% | 11%
CCNc1c(NC(=O)Nc2ccc(Cl)cc2)c(=O)oc2ccccc12 | 16% | -5%
O=C(CCCCn1c(=O)[nH]c2ccsc2c1=O)N1CCN(c2cccc(Cl)c2)CC1 | 1% | ?
Cc1c(CC(=O)NCCCO)c(=O)oc2cc(O)c(Cl)cc12 | -5% | -8%
Clc1ccc2c(c1)C(c1ccccc1Cl)=Nc1ccc(Cl)cc1C(c1ccccc1Cl)=N2 | -13% | -8%
O=C(O)CCC(NC(=O)c1ccc(-c2ccc(Cl)cc2)s1)C(=O)O (stereo not given) | 8% | -2%
Cc1ccccc1NC(=O)/C(C#N)=C/c1ccc(Cl)cc1Cl | -10% | -4%
COc1cc(OC)cc(C(=O)Nc2ccc3oc(-c4ccc(OC)c(Cl)c4)nc3c2)c1 | 8% | -11%
O=C(CCC(=O)N1Cc2ccccc2Oc2ncccc21)Nc1ccc(Cl)cc1 | -7% | -10%
CC(C)C(NC(=O)COc1cc(Cl)ccc1Cl)c1nc2ccccc2[nH]1 (stereo not given) | -4% | 7%
O=c1c2sc3ccccc3c2n(Cc2ccc(F)cc2Cl)c(=O)n1Cc1ccccc1 | -4% | -7%
Cc1ccc2c(CC(=O)N(Cc3cccc(Cl)c3)C3CCS(=O)(=O)C3)coc2c1 (stereo not given) | -23% | ?
CC(NC(=O)CSc1nnc(COc2ccc(Cl)cc2)n1C)c1cccc2ccccc12 (stereo not given) | -11% | ?
